# CD11b adhes enh – CD11b/CD18-fibrinogen binding enhancement | P05107+P11215 | K562 CD11b/CD18 adhesion to fibrinogen, ATPlite luminescence | activation, % at 10 µM | actives 0.07% (n = 93,000) | AID 1499;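 active = 10 µM primary screen giving 50% or more activity, confirmed by 40% or more on retest at that dose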; note: strong numbers were not always called active
# ERa coact inh – blocks coactivator binding to human estrogen receptor alpha | P03372 | TR-FRET ER-alpha LBD / SRC-1 peptide, estradiol-bound | inhibition, % at 25.6 µM | actives 1.7% (n = 86,000) | AID 629; in the data active = inhibition above about 50%;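 note: 0% = receptor plus peptide control and 100% = peptide only without receptor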
# Target sequence (P03372 whole entry, looked up, the tested form may be a part): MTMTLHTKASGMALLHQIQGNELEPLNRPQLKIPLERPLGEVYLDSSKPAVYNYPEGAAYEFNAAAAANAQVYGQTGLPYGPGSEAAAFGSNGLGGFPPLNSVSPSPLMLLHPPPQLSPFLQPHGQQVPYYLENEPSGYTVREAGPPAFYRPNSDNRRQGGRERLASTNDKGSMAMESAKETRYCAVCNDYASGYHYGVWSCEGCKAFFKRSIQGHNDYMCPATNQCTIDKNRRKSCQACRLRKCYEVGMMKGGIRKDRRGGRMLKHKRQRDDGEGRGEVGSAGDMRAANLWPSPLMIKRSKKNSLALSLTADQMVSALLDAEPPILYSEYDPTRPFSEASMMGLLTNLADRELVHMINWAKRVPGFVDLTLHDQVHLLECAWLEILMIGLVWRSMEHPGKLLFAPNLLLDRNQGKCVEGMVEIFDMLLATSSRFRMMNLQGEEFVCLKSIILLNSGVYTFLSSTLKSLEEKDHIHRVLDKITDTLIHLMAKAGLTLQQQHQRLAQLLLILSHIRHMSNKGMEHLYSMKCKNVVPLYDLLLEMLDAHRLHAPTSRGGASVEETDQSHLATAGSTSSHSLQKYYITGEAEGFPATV
# HUVEC inhibit – inhibitors of human endothelial cell proliferation; HUVEC proliferation, CellTiter-Glo luminescence, 72 h; active compounds read low; viability, % at 10 µM (by protocol); actives 1.1% (n = 86,000);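 active = viability at or below 30%; inactive = viability above 30%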;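 note: 100% = median luminescence of DMSO-only cell control wells on each plate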
# CYP2C19 act – cytochrome P450 2C19 (human) activation | activation factor at 5 µM | AID 1025 | recombinant CYP2C19, luciferin-H EGE luminescence; active compounds read high; 0 = fully inhibited enzyme, 1 = untreated enzyme | P33261 | 96,000 tested, under 10 active;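 active = activation factor of at least 2 at 5 µM in the primary screen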;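 note: 0 = wells with 2.5 mM tranylcypromine and 1 = vehicle-only wells; values of inactives mirror those of a sister screen read the other way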
# Target sequence (P33261 whole entry, looked up): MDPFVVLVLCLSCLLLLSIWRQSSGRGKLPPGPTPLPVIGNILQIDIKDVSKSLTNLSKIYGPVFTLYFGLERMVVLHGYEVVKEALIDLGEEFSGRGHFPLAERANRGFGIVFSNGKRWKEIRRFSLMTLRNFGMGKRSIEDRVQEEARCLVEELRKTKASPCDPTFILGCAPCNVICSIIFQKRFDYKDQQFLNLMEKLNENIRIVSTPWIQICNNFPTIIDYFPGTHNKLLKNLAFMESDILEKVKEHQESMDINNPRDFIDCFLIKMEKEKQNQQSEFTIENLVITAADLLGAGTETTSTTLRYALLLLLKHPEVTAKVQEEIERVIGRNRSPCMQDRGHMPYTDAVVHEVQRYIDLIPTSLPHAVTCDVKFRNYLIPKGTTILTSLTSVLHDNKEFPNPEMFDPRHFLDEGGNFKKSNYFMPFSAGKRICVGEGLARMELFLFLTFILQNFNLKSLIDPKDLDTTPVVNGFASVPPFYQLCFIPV
# ERa coact pot – enhances coactivator binding to human estrogen receptor alpha; actives 1.3% (n = 86,000); P03372; coactivator binding (% of control), % at 25.6 µM; TR-FRET ERalpha-LBD/SRC-Cy5 coactivator binding, 2 h; 100 = basal binding, no effect; in the data active = activity above about 200%;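 note: binding measured in presence of low estradiol as agonist stimulus; 0% = peptide alone without receptor and 100% = receptor with peptide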
# CYP2C19 inh – inhibitors of human CYP2C19; inhibition, % at 5 µM; CYP2C19 Supersomes, luciferin-H EGE luminescence, 30 min; P33261; AID 778; actives 21% (n = 96,000);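 active = CYP2C19 inhibition above a set limit at 5 µM in the primary screen, cut at about 50% in these data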;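 note: plate controls were negative control wells for no effect and 2.5 mM tranylcypromine positive control for full effect; values of inactives mirror those of a sister screen read the other way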
# Lung fibro prol – blocks proliferation of human lung fibroblasts. LL 47 human lung fibroblast viability, ATP luminescence; active compounds read low. viability, % at 10 µM. actives 1.1% (n = 85,000);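 active = viability at or below 50% in the single dose screen; inactive = viability above 50%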;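 note: compound exposure lasted 72 h before the ATP readout; 100% = median luminescence of untreated cell-only wells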
#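 Material: human LL 47 lung fibroblast cells; quantity: 1,150 cells/well; medium: IMEM plus 15% FBS; doses: 0.1% DMSO in all compound wells; timing: overnight attachment after seeding, then 72 h compound exposure at 37 °C; detection: CellTiter-Glo luminescence; measure: % viability of median cell-only signal; controls: cell-only wells, no compound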
# H69AR growth 86K – growth inhibitors of human H69AR lung tumor cells. actives 6% (n = 85,000). H69AR lung tumor viability, ATP luminescence, 72 h; active compounds read low. viability, % at 10 µM;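 active = viability at or below 40%; inactive = viability above 40%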;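 note: multidrug resistant small cell line overexpressing MRP-1 efflux transporter; 100% = mean luminescence of untreated control wells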
# Mac1 fbg inh – blocks human CD11b/CD18 adhesion to fibrinogen | P05107+P11215 | K562 CD11b/CD18 adhesion to fibrinogen, ATPlite luminescence; Mn2+ added to activate the integrin | inhibition, % at 10 µM | actives 0.54% (n = 93,000) | AID 1497;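 active = primary inhibition of 50% or more at 10 µM, then 40% or more on retest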; note: some results filed as inactive read as strong as hits
# Active calls of the source: *; · = not tested or not shown; [ ] = dose if it differs, or a comment.
cpd	Compound	CD11b adhes enh	ERa coact inh	HUVEC inhibit	CYP2C19 act	ERa coact pot	CYP2C19 inh	Lung fibro prol	H69AR growth 86K	Mac1 fbg inh
1	[O-][n+]1onc2c3ccnnc3ccc21	-5	-2	104	1.1	98	-9	92	38*	9
2	COC(=O)c1ccc(CSc2nnc3c(Cl)cc(Cl)cn23)o1	2	1[fluorescence artefact?]	101	0.2	104	82*	·	67	-5
3	COCc1c(C)cc(C)c(/C=N/O)c1C	0	-1	93	1	108	-2	97	83	4
4	CCC(CC)c1nnc(NC(=O)CN2C(=O)C3C4C=CC(C4)C3C2=O)s1 (stereo not drawn)	-2	-11	94	1	99	4	102	87	-29
5	O=c1c2ccccc2nc(N/N=C/c2c(O)ccc3ccccc23)n1O	-6	·	·	1.2	·	-16	·	·	58*
6	NNC(=O)CNC(=O)c1cccc(Br)c1	8	·	·	0.7	·	35	·	·	-3
7	COCCCn1c(-c2ccco2)nc2ccccc2c1=O	-1	-8	95	0.8	96	20	97	96	-9
8	CCOC(=O)N1CCN(S(=O)(=O)c2ccc(C)c(C)c2)CC1	-2	2	101	0.6	99	41	99	94	-11
9	O=C(c1cc2ccccc2oc1=O)N1CCN(c2ncccn2)CC1	5	5[fluorescence artefact?]	88	0.1	117	87*	105	105	-5
10	NC(=O)C1(NC(=O)[C@@H]2CC3(CC(c4cccc(NC(=O)[C@@H]5CCC(=O)N5)c4)=NO3)CN2C(=O)c2ccccc2)CC1 (stereo partly drawn)	4	·	·	1.2	·	-19	·	·	43
11	CCOC(=O)CC1Sc2ccccc2NC1=O (stereo not drawn)	0	-4	89	0.6	99	38	98	78	1
12	COc1ccc(C2C(C(=O)O)CC(=O)N2C2CCCCC2)cc1 (stereo not drawn)	0	-8[fluorescence artefact?]	94	1.1	113	-5	97	98	-13
13	NC(N)=N/N=C/c1ccccc1	-1	0	99	0.8	104	16	96	99	-48
14	Cc1ccc(C(=O)OCC(=O)Nc2ccccc2C(F)(F)F)cc1S(=O)(=O)N1CCOCC1	·	-3	103	0.8	106	18	106	82	·
15	CC(NC(=O)c1cccs1)C(=O)NC1=NCCS1 (stereo not drawn)	-3	-2	99	0.8	107	22	107	94	-12
16	CCOc1cccc2cc(-c3csc(NC(=O)CCC(=O)N4CCC(C)CC4)n3)c(=O)oc12	-2	4	28*	0.9	105	6	22*	18*	-18
17	COCCNC(=O)CN(C(=O)CCC(=O)Nc1nccs1)c1ccccc1OC	-1	-4	105	0.9	111	11	100	107	-11
18	Cc1c(Br)cccc1NC(=O)c1sccc1-n1cccc1	-3	0	107	0.9	106	8	91	97	12
19	CN1c2ccccc2-c2nc3ccccc3n2C1c1ccccn1 (stereo not drawn)	-6	-29	99	0.9	85[fluorescence artefact?]	7	99	58	14
20	c1ccc(CCNc2nnnn2-c2ccccc2)cc1	-2	-2	90	0.4	110	58*	90	94	22
21	Cc1noc(C)c1CSc1nnc2ccccn12	0	5	101	0.8	85	22	101	84	13
22	O=C(CSCc1nc2ccccc2[nH]1)N1CCN(c2ccc(F)cc2)CC1	4	-10	89	0.5	105	48	90	78	7
23	Cc1ccc(CNC(=O)c2ccccc2NS(C)(=O)=O)cc1	0	0	101	0.4	107	55*	94	92	-4
24	COc1ccc(N2C(N)=NC(N)=NC2(C)C)cc1	·	-2	98	1.2	96	-17	90	82	·
25	CC(=O)Nc1sc2c(c1C(c1cccs1)N1CCOCC1)CCCC2 (stereo not drawn)	3	-11	90	0.7	100	28	84	102	-2
26	CCOc1cc(N2CCOCC2)c(OCC)cc1NC(=O)COc1ncnc2ccccc12	-2	-4	87	1	93	-4	100	52	-5
27	CCOC(=O)C1C(=O)N(C(=O)c2ccc(OC)cc2)CC1c1ccccc1 (stereo not drawn)	-3	4	99	0.9	104	13	98	96	-18
28	CC1CCCN(C2=NC(=O)/C(=C/c3cn(-c4ccccc4)nc3-c3cccc(S(=O)(=O)N(C)C)c3)S2)C1 (stereo not drawn)	67	·	·	0.6	·	37	·	·	2
29	CN(C)S(=O)(=O)c1cccc(C(=O)Nc2ccccc2Cl)c1	0	4[fluorescence artefact?]	102	0.8	111	16	104	97	-16
30	Nc1c(C(=O)Nc2ccc(Cl)cc2)oc2ccccc12	-1	4[fluorescence artefact?]	84	0.5	96	54*	74	85	-15
31	c1csc(-c2ncc3ccccn23)c1	1	11[fluorescence artefact?]	100	0.9	75[fluorescence artefact?]	10	94	87	-52
32	COc1ccccc1NC(=O)c1cc(Sc2nncn2C)nc2ccccc12	-1	-10	103	0.6	124	38	96	68	0
33	O=C(CSc1nnc(-c2ccccc2O)o1)N1CCc2ccccc2C1	-3	23	105	0.4	239*[fluorescence artefact?]	63*	81	65	-6
34	Cc1cccc(NC(=O)CSc2nc3ccccc3o2)c1	0	·	·	0.3	·	69*	·	·	34
35	CCSc1nnc(NC(=O)C(C(F)(F)F)C(F)(F)F)s1	2	44[fluorescence artefact?]	88	1	113	-4	95	93	14
36	Cc1noc(C)c1CSc1nc2ccccc2nc1NS(=O)(=O)c1ccc(Cl)cc1	-8	4	66	1	65	4	99	57	98*
37	NC(=O)N1CCCC1C(=O)Nc1ccc(Cl)c(Cl)c1 (stereo not drawn)	-4	·	·	0.5	·	54*	·	·	1
38	c1ccc2c(NCC3CCCO3)nc(-c3ccncc3)nc2c1 (stereo not drawn)	-1	1	86	0.1	103	94*	88	35*	-10
39	COc1ccc(-c2nc3ccccc3c(C(=O)Nc3ccc(S(=O)(=O)Nc4cc(C)on4)cc3)c2C)cc1	5	·	·	1.2	·	-21	·	·	-2
40	CCCOc1ccc(N2C(=O)CC(N3CCCC(C(=O)N4CCCC4)C3)C2=O)cc1 (stereo not drawn)	3	0	89	1	104	-3	97	94	-26

# Laid out differently: results already given
33) O=C(CSc1nnc(-c2ccccc2O)o1)N1CCc2ccccc2C1
34) Cc1cccc(NC(=O)CSc2nc3ccccc3o2)c1
Compound	33	34
CD11b adhes enh	-3	0
ERa coact inh	23	·
HUVEC inhibit	105	·
CYP2C19 act	0.4	0.3
ERa coact pot	239*[fluorescence artefact?]	·
CYP2C19 inh	63*	69*
Lung fibro prol	81	·
H69AR growth 86K	65	·
Mac1 fbg inh	-6	34

# (listing goes on)
cpd	Compound	CD11b adhes enh	ERa coact inh	HUVEC inhibit	CYP2C19 act	ERa coact pot	CYP2C19 inh	Lung fibro prol	H69AR growth 86K	Mac1 fbg inh
41	CCc1nc2ccccc2n1CC(=O)N(C(C)CC)C1CCS(=O)(=O)C1 (stereo not drawn)	6	-23	99	1.1	106	-14	103	106	7
42	CSc1cccc(NC(=O)COc2ccccc2)c1	-4	-12	103	0.5	115	45	100	96	1
43	COCCN(Cc1cc2ccc(C)cc2n2nnnc12)Cc1nnnn1C(C)(C)C	·	-19	101	·	102	·	95	55	·
44	CC1(C)CC2CC(C)(CN2C(=O)C23CCC(C)(C(=O)O2)C3(C)C)C1 (stereo not drawn)	-1	-5	90	0.7	103[fluorescence artefact?]	28	91	94	-2
45	Cc1cccc(CCNC(=O)c2nnc(Cc3ccc(Cl)cc3)o2)c1	·	-5[fluorescence artefact?]	88	·	113	·	98	89	·
46	CN(C)c1nc(OCCNC(=O)COc2ccc(Cl)cc2Cl)nc(N2CCOCC2)n1	3	3	95	0.5	95	50	91	60	17
47	Cc1nn(-c2ccccc2)c2c1C1(C(=O)N(C)c3ccccc31)C(C#N)=C(N)O2 (stereo not drawn)	0	-2[fluorescence artefact?]	90	0.8	111	15	93	42	-10
48	O=C(NCCN1CCOCC1)c1ccc2c(c1)N(Cc1ccc(F)cc1)C(=O)CS2	-1	-3[fluorescence artefact?]	93	0.8	101	21	104	104	-2
49	O=C(CSc1nc2c(cnn2-c2ccc(F)cc2)c(=O)[nH]1)N1CCCCCC1	-2	·	·	1	·	2	·	·	-13
50	c1ccc2c(N3CCCCC3)nc(N3CCCCC3)nc2c1	1	11	77	1	92	2	95	54	6
51	Cc1nn(Cc2ccccc2)c(Cl)c1C(=O)OCc1nnc(-c2ccc(Cl)cc2)o1	-3	37[fluorescence artefact?]	101	0.6	125	40	98	106	25
52	CNc1ccccc1-n1ccc(-c2ccccc2)n1	4	-5	96	0.3	90	72*	100	100	3
53	Cc1cccc(-n2c(C)cc(/C=N/NC(=O)c3ccc(CN4CCOCC4)cc3)c2C)c1	10	·	·	0.6	·	40	·	·	-30
54	Cc1ccc(-c2nnn(CC(=O)N3c4ccccc4CCc4ccccc43)n2)cc1	·	0	104	·	92	·	97	79	·
55	COc1cc(C2=NOC(C(=O)NC3CCCCC3)C2)cc(OC)c1OC (stereo not drawn)	2	-7	85	1	109	5	92	82	-7
56	Cc1cc(C(=O)OCC(=O)NCc2ccco2)c(C)n1-c1ccc(F)cc1	-1	5	45	0.8	106	20	61	21*	22
57	Cc1ccccc1NC1=C/C(=N\S(=O)(=O)c2cccs2)c2ccccc2C1=O	-6	·	·	0.2	·	82*	·	·	26
58	Cc1cc(OCCCCCNCCO)ccc1Cl	·	-4	85	·	97	·	90	86	·
59	CCOC(=O)N1CCN(c2c(N3CCC(N4CCCCC4)CC3)c(=O)c2=O)CC1	-1	-1	88	1	121[fluorescence artefact?]	-2	96	89	-22
60	CCN(CC)CCNC(=O)Cn1cnc2sc(C)c(S(=O)(=O)N3CCOCC3)c2c1=O	·	0	102	·	106	·	95	96	·
61	O=C(CSc1nnc(CSc2nc3ccccc3s2)o1)NC1CCCCC1	-5	-1	93	0.9	118	7	·	95	0
62	CCc1ccc(NCCC(=O)c2ccc(Br)cc2)cc1	-1	·	·	0.1	·	86*	·	·	-8
63	CN(C)/C=N/c1ncc(C(=O)c2ccccc2)s1	-2	·	·	0.9	·	13	·	·	-22
64	Cc1sc2nc(CN(C(=O)c3cccs3)C3CCCC3)[nH]c(=O)c2c1C	-1	17	92	0.9	114	12	104	89	4
65	COc1cc2c(cc1OC)C(C)N(C(=O)c1cc3ccccc3o1)CC2 (stereo not drawn)	·	8[fluorescence artefact?]	110	0.6	110	42	93	65	·
66	CC1(C)CC(=O)C2=C(C1)N(c1ccc(F)cc1)C(=O)CC2c1cccnc1 (stereo not drawn)	-1	-4	93	1	133	-4	97	93	-8
67	Cc1ccc2nc(NC(=O)CCn3c(=O)sc4ccccc43)sc2c1	1	0	67	1.2	115	-18	107	82	-7
68	Cn1c(=O)[nH]c(=O)c2c1nc(Br)n2CCCO	0	-2[fluorescence artefact?]	102	1	112	-2	106	94	-14
69	Cc1cc(NC(=O)c2ccc3c(c2)OCCO3)no1	-1	40[fluorescence artefact?]	85	0.7	59	27	96	34*	30
70	CCn1c(N2CCN(C(=O)NC3CCCCC3)CC2)nc2ccccc21	·	-12	101	·	108	·	104	80	·
71	c1ccc(CNCC2COc3ccccc3O2)cc1 (stereo not drawn)	·	-35	97	·	98	·	101	105	·
72	CCn1c(=O)c(C(=O)NCc2ccc(OC)cc2)c(O)c2ccccc21	15	·	·	0.6	·	36	·	·	-12
73	CCOC(=O)c1sc(N)c(C#N)c1CSc1nnc(C2CCCCC2)n1N	0	12	93	0.6	109	44	101	77	-4
74	CC(=O)Nc1c(O)nc(SCC(=O)Nc2cccc(C)c2)[nH]c1=O	-4	2[fluorescence artefact?]	101	1	128	-2	109	105	-19
75	O=C(NCc1ccco1)c1ccc2nc3sc4c(c3c(=O)n2c1)CCCC4	3	·	·	0.8	·	19	·	·	-5
76	Cc1ccc(C)c(NC(=O)CSc2nnc(CSc3nc(C)cc(C)n3)n2Cc2ccco2)c1	1	-7	94	0.7	87	34	100	70	-5
77	O=C(O)CN1CCN(Cc2ccc(F)cc2Cl)C1=O	·	10	100	·	108	·	100	97	·

# Screening results: PubChem BioAssay, several laboratories
